Screens as filed in PubChem.
OXTR potentiator: potentiates the human oxytocin receptor response; P30559; CHO-OTR cells, Fluo-8 calcium fluorescence, potentiator mode; 0% = oxytocin EC15, 100% = EC100; activation, % at 3 µM; hit rate 0.061% among 320,000; AID 2445;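 active means activation above that plate's cutoff, the mean activation of tested compounds plus 3 SD, cut at about 6.6% in these data, passing the limit was not always enough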;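 further: 100% uses oxytocin at 75 nM as the full agonist control; some results filed as inactive read as strong as hits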
Target sequence (P30559 whole entry, looked up): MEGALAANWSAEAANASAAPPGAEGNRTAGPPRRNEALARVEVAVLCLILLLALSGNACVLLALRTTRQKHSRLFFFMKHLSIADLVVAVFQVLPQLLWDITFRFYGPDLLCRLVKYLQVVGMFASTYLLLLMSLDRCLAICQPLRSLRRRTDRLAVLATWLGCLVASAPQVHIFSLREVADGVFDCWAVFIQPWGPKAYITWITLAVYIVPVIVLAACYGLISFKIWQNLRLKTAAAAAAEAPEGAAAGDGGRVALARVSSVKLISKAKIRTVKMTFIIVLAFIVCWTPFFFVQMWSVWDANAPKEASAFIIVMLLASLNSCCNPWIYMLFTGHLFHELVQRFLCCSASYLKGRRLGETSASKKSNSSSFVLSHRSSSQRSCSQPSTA
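Material: human OTR in CHO cells. Compound: 3.0 µM, one dose. Timing: compound 6 min at room temperature before oxytocin, 100 s read. Evaluation: % activation of max/min ratio relative to oxytocin controls. Replication: single well per compound, singlicate. Signal: Fluo-8 calcium dye fluorescence.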
CHRM1 agonist: human M1 muscarinic receptor agonism; activation, % at 3 µM; CHO-K1 hM1, Fluo-8 calcium fluorescence, agonist mode; 0% DMSO, 100% acetylcholine EC100; P11229; hit rate 0.33% among 360,000;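 active means activation above the run's mean compound activation plus 3 SD, cut at about 16% in these data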;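 further: peak over basal fluorescence ratio within a 140 s kinetic read after compound addition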
CHO parental Ca: counter-screen: ATP calcium response change in parental CHO cells. AID 463079. inhibition, % at 5.6 µM. parental CHO-K1, ATP-induced calcium, Fluo-8 fluorescence. hit rate 0.63% among 330,000;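 active means inhibition above that plate's mean sample inhibition plus 3 SD, cut at about 26% in these data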;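 further: 0% = ATP-challenged DMSO wells and 100% = DMSO wells without ATP; some compounds past the cut are filed as inactive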
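Measured by: calcium-sensitive Fluo-8 fluorescence / Test system: CHO parental line / Controls: ATP-challenged DMSO wells low, unchallenged DMSO wells high / Measure: % inhibition / Compound: single nominal dose of 5.6 µM per compound / Replicates: single well per compound, no replicates / Reagent: ATP as calcium-mobilizing challenge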
CHO-K1 Ca PAM: counter-screen for M1 PAMs: effect in parental CHO-K1 cells. AID 602247. activation, % at 3 µM. ATP EC20, Fluo-8 calcium fluorescence; 0% at ATP EC20, 100% at ATP max. hit rate 0.02% among 360,000;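 active means activation above the run cutoff, the mean activation of all test compounds plus 3 SD, cut at about 40% in these data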;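 further: peak over basal fluorescence ratio in a 140 s read after ATP addition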
CHO-K1 Ca antag: nonselective inhibitor or artifact in parental CHO-K1 cells | ATP-induced calcium, Fluo-8 fluorescence | inhibition, % at 3 µM | hit rate 0.6% among 360,000 | AID 602250;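 active means inhibition above a per-plate cutoff, the plate's mean sample inhibition plus 3 SD, cut at about 24% in these data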;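 further: 0% = DMSO plus EC80 ATP and 100% = DMSO alone without ATP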
TAAR1 ag: agonists of human TAAR1 | Q96RJ0 | activation, % at 3 µM | CHO RD-HGA16 TAAR1, Fluo-8 calcium fluorescence; vehicle wells 0%, saturating PEA agonist 100% | hit rate 0.99% among 360,000;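 active means activation above the mean activation of all test compounds in the run plus 3 SD, cut at about 38% in these data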
Target sequence (Q96RJ0 whole entry, looked up): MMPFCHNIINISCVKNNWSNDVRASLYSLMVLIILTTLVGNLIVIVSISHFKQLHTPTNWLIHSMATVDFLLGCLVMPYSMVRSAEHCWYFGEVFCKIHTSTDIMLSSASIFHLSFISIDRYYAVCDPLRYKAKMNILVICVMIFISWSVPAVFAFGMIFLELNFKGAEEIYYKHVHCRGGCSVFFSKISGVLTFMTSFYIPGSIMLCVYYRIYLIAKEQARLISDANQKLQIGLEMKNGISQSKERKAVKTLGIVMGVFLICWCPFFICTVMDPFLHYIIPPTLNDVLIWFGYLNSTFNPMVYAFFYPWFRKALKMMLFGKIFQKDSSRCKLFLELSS
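Assay system: CHO-derived RD-HGA16 cells with stable Gα16 and human TAAR1; timing: 17-24 h seeding, 75 min 37 °C dye, 30 min RT; read-out: % activation from peak over basal fluorescence ratio, DMSO-to-PEA scaled; measured by: kinetic Fluo-8 calcium fluorescence; benchmarks: low control DMSO, high control PEA (EC100); doses: 3 µM single concentration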
TAAR1 antagonist: antagonists of human TAAR1; inhibition, % at 3 µM; CHO RD-HGA16 TAAR1, Fluo-8 calcium fluorescence, antagonist; hit rate 1.5% among 360,000; Q96RJ0; AID 624466;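 active means inhibition above a per-plate cutoff, the mean inhibition of test compounds on that plate plus 3 SD, cut at about 49% in these data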;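 further: 0% = DMSO plus EC80 beta-PEA response and 100% = DMSO alone without agonist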
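Test system: CHO RD-HGA16 cells bearing hTAAR1 | Reagent: β-PEA, EC80 | Compound dosing: 3 µM, single point | Schedule: Dye loading 75 min at 37 °C, then 30 min room temperature | Signal: Calcium fluorescence with Fluo-8 | Evaluation: Percent inhibition of PEA-evoked calcium signal, max/basal emission ratio | Control set: DMSO-only wells and EC80 β-PEA-stimulated wells | Repeats: Singlicate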
M1 antag: blocks human M1 muscarinic receptor. P11229. CHO-K1 hM1, Fluo-8 calcium fluorescence, ACh EC80 antagonist. inhibition, % at 3 µM. hit rate 1.3% among 360,000. AID 588852;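 active means percent inhibition above its own plate's cutoff, namely the mean of that plate's compound wells plus 3 SD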;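 further: peak over basal fluorescence ratio during 140 s after agonist addition; 0% = ACh EC80 plus DMSO and 100% = DMSO alone without agonist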
CHO-K1 Ca ag: M1 agonist counterscreen hit in parental CHO-K1 cells. Fluo-8 calcium fluorescence; scaled to maximal ATP response, vehicle zero. activation, % at 3 µM. hit rate 0.48% among 360,000; in the data active means activation above about 15%;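 further: untransfected CHO-K1 host cells lacking M1 receptor as counterscreen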
The depositor's hits bear a star.

What do the screens show for `O=C(NCCN1CCN(S(=O)(=O)c2ccc(F)cc2)CC1)C(=O)NCc1ccccc1`?
OXTR potentiator: 2; CHRM1 agonist: -4; CHO parental Ca: -7; CHO-K1 Ca PAM: 0; CHO-K1 Ca antag: 24*; TAAR1 ag: 4; TAAR1 antagonist: -16; M1 antag: -2; CHO-K1 Ca ag: 3.4

How did CCNc1nc(NC(C)C)nc(NS(=O)(=O)c2ccc(Cl)cc2)n1 do in these assays?
OXTR potentiator: 1; CHRM1 agonist: -5; CHO parental Ca: -15; CHO-K1 Ca PAM: 6; CHO-K1 Ca antag: 12; TAAR1 ag: 2; TAAR1 antagonist: 2; M1 antag: -3; CHO-K1 Ca ag: 0.0

Results for O=C(NCc1ccc(F)cc1)C1CCCN(c2nc3ccsc3c(=O)s2)C1 (stereo not given) ?
OXTR potentiator: -4; CHRM1 agonist: -3; CHO parental Ca: -8; CHO-K1 Ca PAM: -14; CHO-K1 Ca antag: 9; TAAR1 ag: 4; TAAR1 antagonist: -12; M1 antag: 12; CHO-K1 Ca ag: 0.2

How did CCOc1ccc(CN2CCN(Cc3ccon3)CC2CCO)cc1 (stereo not given) do in these assays?
OXTR potentiator: 0; CHRM1 agonist: -10; CHO parental Ca: -2; CHO-K1 Ca PAM: 18; CHO-K1 Ca antag: -6; TAAR1 ag: 1; TAAR1 antagonist: 3; M1 antag: -9; CHO-K1 Ca ag: 0.7

What do the screens show for `CC1CCCN(C(=O)c2ccc(Cl)c(S(=O)(=O)N3CCCCCC3)c2)C1` (stereo not given)?
OXTR potentiator: -5; CHRM1 agonist: 1; CHO parental Ca: -9; CHO-K1 Ca PAM: 11; CHO-K1 Ca antag: -14; TAAR1 ag: 24; TAAR1 antagonist: 4; M1 antag: -3; CHO-K1 Ca ag: 5.8

Results for CCOC(=O)C1CCN(c2c(NCc3ccc(C(=O)N(C)Cc4ccccc4)cc3)c(=O)c2=O)CC1 ?
OXTR potentiator: -4; CHRM1 agonist: -10; CHO parental Ca: -12; CHO-K1 Ca PAM: 13; CHO-K1 Ca antag: -5; TAAR1 ag: 16; TAAR1 antagonist: -6; M1 antag: 2; CHO-K1 Ca ag: -0.1

How did Cc1ccc(NS(=O)(=O)c2ccc3c(c2)N(C)CCO3)cc1 do in these assays?
OXTR potentiator: -14; CHRM1 agonist: 0; CHO parental Ca: -36; CHO-K1 Ca PAM: 0; CHO-K1 Ca antag: -2; TAAR1 ag: 3; TAAR1 antagonist: -7; M1 antag: 11; CHO-K1 Ca ag: 6.4

What do the screens show for `CC(NC(=O)COc1ccc(S(=O)(=O)N2CCOCC2)cc1)c1ccccc1` (stereo not given)?
OXTR potentiator: -6; CHRM1 agonist: -5; CHO parental Ca: -2; CHO-K1 Ca PAM: 3; CHO-K1 Ca antag: -2; TAAR1 ag: 21; TAAR1 antagonist: -19; M1 antag: 4; CHO-K1 Ca ag: -0.2

Results for CC(C)(C)[C@H]1CCC(=O)N([C@H](CC#N)Cc2ccccc2)CC1 ?
OXTR potentiator: 4; CHRM1 agonist: -8; CHO parental Ca: -25; CHO-K1 Ca PAM: -4; CHO-K1 Ca antag: -10; TAAR1 ag: 7; TAAR1 antagonist: -4; M1 antag: 3; CHO-K1 Ca ag: 0.1

What do the screens show for `N#Cc1c(NC(=O)CSc2nnc(-c3ccco3)n2-c2ccccc2)sc2c1CCC2`?
OXTR potentiator: -5; CHRM1 agonist: -3; CHO parental Ca: -18; CHO-K1 Ca PAM: 12; CHO-K1 Ca antag: -8; TAAR1 ag: 7; TAAR1 antagonist: -9; M1 antag: -3; CHO-K1 Ca ag: -0.2

Results for CC(=O)Nc1ccc(S(=O)(=O)N2CCN(C(=O)CCC3CCCC3)CC2)cc1 ?
OXTR potentiator: -23; CHRM1 agonist: -2; CHO parental Ca: -4; CHO-K1 Ca PAM: -4; CHO-K1 Ca antag: 14; TAAR1 ag: 2; TAAR1 antagonist: 0; M1 antag: -6; CHO-K1 Ca ag: 0.3

What do the screens show for `COc1ccc(-c2n[nH]c(=S)n2-c2ccc(C)cc2)cc1`?
OXTR potentiator: -2; CHRM1 agonist: -3; CHO parental Ca: -11; CHO-K1 Ca PAM: 10; CHO-K1 Ca antag: -7; TAAR1 ag: 3; TAAR1 antagonist: -6; M1 antag: -3; CHO-K1 Ca ag: 0.8

How did COc1ccc(C(=S)N2CCN(c3cccc(Cl)c3)CC2)cc1 do in these assays?
OXTR potentiator: -12; CHRM1 agonist: -4; CHO parental Ca: -35; CHO-K1 Ca PAM: 7; CHO-K1 Ca antag: -14; TAAR1 ag: -1; TAAR1 antagonist: -3; M1 antag: 10; CHO-K1 Ca ag: 0.3

How did COc1ccc(N2CCN(CC(O)COc3ccc4c(c3)CCC4)CC2)cc1 (stereo not given) do in these assays?
OXTR potentiator: -20; CHRM1 agonist: 0; CHO parental Ca: -26; CHO-K1 Ca PAM: 25; CHO-K1 Ca antag: -20; TAAR1 ag: 15; TAAR1 antagonist: 1; M1 antag: -31; CHO-K1 Ca ag: 3.6

How did CCOc1ccc2nc3cc(NCc4ccc(OC)cc4)ccc3c(N)c2c1 do in these assays?
OXTR potentiator: -7; CHRM1 agonist: -6; CHO parental Ca: 2; CHO-K1 Ca PAM: -5; CHO-K1 Ca antag: -5; M1 antag: -7; CHO-K1 Ca ag: 0.8

Results for O=C(/C=C/c1ccc2c(c1)OCO2)NCc1ccncc1 ?
OXTR potentiator: -1; CHRM1 agonist: -3; CHO parental Ca: 4; CHO-K1 Ca PAM: 13; CHO-K1 Ca antag: -10; TAAR1 ag: -1; TAAR1 antagonist: -26; M1 antag: 3; CHO-K1 Ca ag: 3.1

How did Cn1c(NC(=O)Cc2cccs2)cc(=O)n(C)c1=O do in these assays?
OXTR potentiator: -6; CHRM1 agonist: -1; CHO parental Ca: 5; CHO-K1 Ca PAM: 17; CHO-K1 Ca antag: -3; TAAR1 ag: 2; TAAR1 antagonist: 8; M1 antag: -8; CHO-K1 Ca ag: 1.4

How did Cn1cc([N+](=O)[O-])cc1-c1nc2ccccc2n1C do in these assays?
OXTR potentiator: 5; CHRM1 agonist: -7; CHO parental Ca: -9; CHO-K1 Ca PAM: 3; CHO-K1 Ca antag: -1; TAAR1 ag: -1; TAAR1 antagonist: -8; M1 antag: -18; CHO-K1 Ca ag: 0.1

What do the screens show for `CCc1ccc(CNC(=O)c2ccc(NC(=O)C3=CSCCO3)cc2)cc1`?
OXTR potentiator: 2; CHRM1 agonist: -3; CHO parental Ca: -8; CHO-K1 Ca PAM: -6; CHO-K1 Ca antag: -3; TAAR1 ag: -1; TAAR1 antagonist: 35; M1 antag: 15; CHO-K1 Ca ag: 0.4

How did COc1ccc2[nH]c(C(=O)N/N=C/c3ccc(OC)c(O)c3)cc2c1 do in these assays?
OXTR potentiator: -4; CHRM1 agonist: 0; CHO parental Ca: 1; CHO-K1 Ca PAM: 8; CHO-K1 Ca antag: 0; TAAR1 ag: 2; TAAR1 antagonist: 17; M1 antag: -14; CHO-K1 Ca ag: 1.6

Results for CSc1nc(-c2ccc(Cl)cc2)nc(N)c1C#N ?
OXTR potentiator: -4; CHRM1 agonist: -4; CHO parental Ca: -3; CHO-K1 Ca PAM: 8; CHO-K1 Ca antag: -4; TAAR1 ag: -1; TAAR1 antagonist: -34; M1 antag: -6; CHO-K1 Ca ag: 0.4

What do the screens show for `Cc1ccc(-c2nnc(N3CCC(C)CC3)c3ccccc23)cc1C`?
OXTR potentiator: -15; CHRM1 agonist: -4; CHO parental Ca: 12; CHO-K1 Ca PAM: -10; CHO-K1 Ca antag: 2; TAAR1 ag: 18; TAAR1 antagonist: 18; M1 antag: 7; CHO-K1 Ca ag: -0.2

What do the screens show for `O=C(CNS(=O)(=O)c1ccccc1)N/N=C\c1ccc(Cl)cc1`?
OXTR potentiator: -4; CHRM1 agonist: -2; CHO parental Ca: 1; CHO-K1 Ca PAM: -4; CHO-K1 Ca antag: 9; TAAR1 ag: 18; TAAR1 antagonist: -13; M1 antag: -1; CHO-K1 Ca ag: 0.1

How did CCOc1ccc(CN2CCN(CCCc3ccccc3)C(CCO)C2)cc1 (stereo not given) do in these assays?
OXTR potentiator: -5; CHRM1 agonist: -9; CHO parental Ca: -11; CHO-K1 Ca PAM: -19; CHO-K1 Ca antag: 21; TAAR1 ag: 4; TAAR1 antagonist: 0; M1 antag: 5; CHO-K1 Ca ag: -0.2

How did COc1ccccc1NC(=O)C(=O)NCc1ccncc1 do in these assays?
OXTR potentiator: -5; CHRM1 agonist: -2; CHO parental Ca: -3; CHO-K1 Ca PAM: -14; CHO-K1 Ca antag: 25*; TAAR1 ag: 0; TAAR1 antagonist: -13; M1 antag: 2; CHO-K1 Ca ag: -0.2

What do the screens show for `COC(=O)C1=C(C(=O)OC)SC(=C2C(=S)C(C)(C)N(C(=O)CC(C)C)c3ccccc32)S1`?
OXTR potentiator: -5; CHRM1 agonist: -4; CHO parental Ca: -21; CHO-K1 Ca PAM: 9; CHO-K1 Ca antag: -7; TAAR1 ag: 6; TAAR1 antagonist: -27; M1 antag: -9; CHO-K1 Ca ag: -0.2

Results for CC(=O)c1ccc(NC(=O)CSc2nc3[nH]ncc3c(=O)[nH]2)cc1 ?
OXTR potentiator: 0; CHRM1 agonist: 3; CHO parental Ca: -10; CHO-K1 Ca PAM: 9; CHO-K1 Ca antag: 5; TAAR1 ag: 0; TAAR1 antagonist: -8; M1 antag: -7; CHO-K1 Ca ag: 2.0

3 compounds from above, arranged by molar mass, lowest first.
How did COc1ccccc1NC(=O)C(=O)NCc1ccncc1 do in these assays?
OXTR potentiator: -5; CHRM1 agonist: -2; CHO parental Ca: -3; CHO-K1 Ca PAM: -14; CHO-K1 Ca antag: 25*; TAAR1 ag: 0; TAAR1 antagonist: -13; M1 antag: 2; CHO-K1 Ca ag: -0.2

What do the screens show for `Cc1ccc(-c2nnc(N3CCC(C)CC3)c3ccccc23)cc1C`?
OXTR potentiator: -15; CHRM1 agonist: -4; CHO parental Ca: 12; CHO-K1 Ca PAM: -10; CHO-K1 Ca antag: 2; TAAR1 ag: 18; TAAR1 antagonist: 18; M1 antag: 7; CHO-K1 Ca ag: -0.2

Results for CC(=O)c1ccc(NC(=O)CSc2nc3[nH]ncc3c(=O)[nH]2)cc1 ?
OXTR potentiator: 0; CHRM1 agonist: 3; CHO parental Ca: -10; CHO-K1 Ca PAM: 9; CHO-K1 Ca antag: 5; TAAR1 ag: 0; TAAR1 antagonist: -8; M1 antag: -7; CHO-K1 Ca ag: 2.0

No enrichment for hits. Share with any hit: about 4.2%.
